From PubChem BioAssay
hgDAF12 agonist: agonists of H. glycines DAF-12 nuclear receptor. activation, % at 6.8 µM. HEK293 GAL4-hgDAF12 UAS-luciferase reporter, agonist luminescence; normalized to butyrate control. actives 1.8% (n = 370,000);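 active means activation above a cutoff set at the mean of all screened compounds plus 3 SD, cut at about 10% in these data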;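 further: 0% = DMSO wells and 100% = sodium butyrate wells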
DAX1 inh-1: inhibits human nuclear receptor DAX1 | inhibition, % at 6.75 µM | AID 504766 | P51843 | actives 0.99% (n = 340,000) | HEK293 Gal4-DAX1 luciferase reporter, luminescence;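 active means inhibition above the mean over all tested compounds plus 3 SD, cut at about 4.2% in these data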;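 further: 0% = DAX1-transfected cells with DMSO and 100% = empty-vector control cells with DMSO; inhibition shows as a rise in luminescence from relieved DAX1 repression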
Target sequence (P51843 207-470 limits assumed): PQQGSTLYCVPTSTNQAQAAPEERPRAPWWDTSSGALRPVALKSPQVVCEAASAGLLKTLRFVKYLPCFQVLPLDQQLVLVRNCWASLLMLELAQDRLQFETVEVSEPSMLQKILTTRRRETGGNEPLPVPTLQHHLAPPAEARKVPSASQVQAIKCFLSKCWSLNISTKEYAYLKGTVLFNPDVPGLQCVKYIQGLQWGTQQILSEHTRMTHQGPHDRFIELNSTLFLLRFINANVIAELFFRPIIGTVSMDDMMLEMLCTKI
ADAM17 inh: ADAM17 inhibition, QFRET primary screen; inhibition, % at 6.95 µM; actives 0.83% (n = 370,000); recombinant ADAM17, EDANS/DABCYL FRET peptide cleavage; P78536;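 active means inhibition above the mean of compounds lying between control limits plus 3 SD, set per campaign, cut at about 8.5% in these data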;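 further: 0% = DMSO-only wells as the low control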
Target sequence (P78536 215-824 limits assumed): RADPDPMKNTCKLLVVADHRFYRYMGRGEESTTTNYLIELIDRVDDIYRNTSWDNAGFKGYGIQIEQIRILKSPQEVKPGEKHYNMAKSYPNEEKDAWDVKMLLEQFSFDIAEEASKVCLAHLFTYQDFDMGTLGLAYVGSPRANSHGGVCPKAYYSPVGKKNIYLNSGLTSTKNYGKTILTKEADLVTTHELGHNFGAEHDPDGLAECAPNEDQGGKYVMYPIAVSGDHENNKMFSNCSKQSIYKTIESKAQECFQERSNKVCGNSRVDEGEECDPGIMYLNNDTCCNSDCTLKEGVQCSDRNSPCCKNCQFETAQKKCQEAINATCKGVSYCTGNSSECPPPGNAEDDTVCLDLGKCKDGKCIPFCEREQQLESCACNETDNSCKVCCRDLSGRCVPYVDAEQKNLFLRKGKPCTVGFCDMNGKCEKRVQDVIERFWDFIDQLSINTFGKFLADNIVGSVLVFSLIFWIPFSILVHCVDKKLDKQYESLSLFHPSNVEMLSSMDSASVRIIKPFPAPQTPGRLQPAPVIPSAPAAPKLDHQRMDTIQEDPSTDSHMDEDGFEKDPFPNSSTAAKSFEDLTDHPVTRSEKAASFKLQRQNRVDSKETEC
PLC-beta3 inh: PLC-beta3 (human) inhibition, primary screen; Purified PLC-beta3, fluorogenic substrate, fluorescence; inhibition, % at 12.2 µM; actives 0.18% (n = 370,000); AID 720704; in the data active means inhibition above about 11%;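 further: 0% = median of compound wells on plate and 100% = full blocker control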
ssDAF-12 act: activates DAF-12 receptor from parasite S. stercoralis; actives 1% (n = 370,000); activation, % at 6.8 µM; HEK293 ssDAF-12/GRIP1 lit1-tk-luc reporter, luminescence; % of 3 µM dafachronic acid response; AID 652126;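 active means activation above the mean over all tested compounds plus 3 SD, cut at about 0.9% in these data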;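 further: 0% = DMSO-only wells and 100% = 3 µM delta7-dafachronic acid wells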
GAA850 FXN act: frataxin GAA850 promoter activation | HEK293 lucGAA850 FXN promoter luciferase reporter, 24 h; percent of 10 µM SAHA response | activation, % at 6 µM | AID 540364 | actives 0.56% (n = 360,000);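 active means activation above the average of all compounds screened plus 3 SD, cutoff fixed separately per campaign, cut at about 7.5% in these data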;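 further: 0% = DMSO wells and 100% = 10 µM SAHA wells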
ADAM10 inh: inhibits human ADAM10; AID 720582; inhibition, % at 7 µM; actives 0.62% (n = 370,000); recombinant ADAM10, EDANS/DABCYL FRET peptide cleavage, 3 h;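 active means inhibition above a per-campaign cutoff equal to the mean of compounds falling between control-based bounds plus 3 SD, cut at about 20% in these data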;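 further: 0% = DMSO wells while the 100% control is not disclosed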
PLCg1 inh: inhibitors of human phospholipase C gamma1; P19174; purified PLC-gamma1, fluorogenic substrate, fluorescence; inhibition, % at 12.2 µM; actives 0.84% (n = 370,000); in the data active means inhibition above about 9.5%
HGIII-sPLA2 inh: Inhibits HGIII-sPLA2 liposome hydrolysis, primary screen; AID 743126; actives 0.56% (n = 370,000); Q9NZ20; QFRET BODIPY PC-A2 liposome hydrolysis, fluorescence; inhibition, % at 12.2 µM;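 active means inhibition above mean plus 3 SD of compounds lying within the high and low control bounds, cut at about 19% in these data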;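 further: 0% = median of test compound wells and 100% = no enzyme DMSO wells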
DAX1 inh-2: DAX1 (NR0B1) inhibition, primary screen | AID 652010 | HEK293T StAR-luciferase reporter, SF-1/DAX-1 repression relief | actives 1.1% (n = 370,000) | inhibition, % at 6.8 µM;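 active means inhibition above the mean over all tested compounds plus 3 SD, cut at about 3.6% in these data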;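 further: 0% = DAX-1 cells with DMSO and 100% = cells lacking DAX-1 with DMSO; higher inhibition means more luminescence from relief of DAX-1 repression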
hcDAF-12 act: activators of H. contortus DAF-12 nuclear receptor; HEK293 hcDAF-12 lit1-tk-luc reporter, luminescence; 0% DMSO, 100% Δ7-dafachronic acid; actives 1.4% (n = 370,000); activation, % at 6.8 µM;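 active means activation above the mean of all tested compounds plus 3 SD, cut at about 5.5% in these data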;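 further: 100% = response to 3 µM Δ7-dafachronic acid high control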
* = called active by the depositor; i = inactive.

1) CCOCCCNC(=O)C(Cc1ccccc1)NS(=O)(=O)c1cccc2nsnc12 (stereo unspecified)
2) CCCc1c(C(=O)N/N=C/c2c[nH]c3ccccc23)nnn1-c1nonc1N
3) CCCCCOc1ccc(NC(=O)C(=O)NCC2CCCN2CC)cc1 (stereo unspecified)
4) CC(Oc1cccc(Cl)c1)C(=O)N1CCN(c2ncccn2)CC1 (stereo unspecified)
5) O=C(NCCCn1ccnc1)c1ccc(COc2ccccc2)o1
6) COc1ccc(Cn2c(O)c(C=Nc3ccc(C)cc3)c3ccccc3c2=O)cc1
7) CCNC(=S)N/N=C/c1c(Cl)cccc1Cl
8) CC(C)c1ccc(NC(=O)CCC(=O)NCc2ccco2)cc1

assay / entry	1	2	3	4	5	6	7	8
hgDAF12 agonist	-0.1	4.5	7.5	-1.5	-5.0	-1.9	0.6	8.4
DAX1 inh-1	4.5*	-0.3	-0.5	-0.2	-1.1	-0.2	-1.7	-1.0
ADAM17 inh	0	-1	-11	-8	8	0	3	-1
PLC-beta3 inh	-3	-9	3	-6	-3	3	0	-3
ssDAF-12 act	-1.4	-0.9	-0.2	-1.5	-1.1	-0.8	-1.3	-0.3
GAA850 FXN act	0.3	-0.7	-0.7	2.3	-4.3	-1.4	0.8	4.6
ADAM10 inh	-3	-21	-1	-49	-14	-3	9	-8
PLCg1 inh	-2	-9	0	-6	5	2	4	-3
HGIII-sPLA2 inh	5	-14	-2	4	0	4	7	-8
DAX1 inh-2	0.2	-1.6	0.4	-1.8	-0.3	0.7	-0.5	-0.2
hcDAF-12 act	-0.5	0.6	5.1	-1.5	-1.0	0.5	-1.5	2.2

9) C[C@@H]1CN([C@@H](C)CO)C(=O)c2cc(Br)cnc2O[C@H]1CN(C)C(=O)Nc1ccc2c(c1)OCO2
10) Cc1ccc(CNC(=O)CCNS(=O)(=O)c2ccc(C)cc2)cc1
11) CCCN1CCN(CC(=O)Nc2nncs2)CC1
12) COc1ccc(NC(=O)CN(C)CC(=O)Nc2ccc(Cl)c(S(=O)(=O)N(C)C)c2)cc1
13) O=C(COc1ccccc1)Nc1ccc(N2CCN(C(=O)c3cccs3)CC2)cc1
14) CCC1CN(C(=O)N2CCC(C(=O)NCCc3ccccc3OC)CC2)c2ccccc2O1 (stereo unspecified)
15) COC(=O)c1cc(NC(=O)CSc2nncn2C)cc(C(=O)OC)c1
16) CCOC(=O)c1sc2ncn(C(C)C(=O)OCC)c(=O)c2c1C (stereo unspecified)

assay / entry	9	10	11	12	13	14	15	16
hgDAF12 agonist	0.9	1.5	1.4	-4.3	-2.2	0.3	-1.2	0.9
DAX1 inh-1	-0.1	0.5	-1.2	-0.7	-1.2	-0.4	1.5	-0.9
ADAM17 inh	-2	1	1	-4	-1	1	-4	-1
PLC-beta3 inh	-3	5	-3	-1	-2	-12	2	2
ssDAF-12 act	-1.2	-1.1	-1.0	-1.1	-2.1	-1.3	-1.6	-1.6
GAA850 FXN act	0.7	-0.7	1.6	-1.2	0.1	-4.2	0.1	0.4
ADAM10 inh	-21	10	4	-7	5	10	-7	2
PLCg1 inh	-2	6	1	-1	2	0	2	1
HGIII-sPLA2 inh	11	0	1	-13	-3	-7	-1	5
DAX1 inh-2	0.2	1.6	0.2	0.2	-1.8	-0.5	-0.7	0.6
hcDAF-12 act	-0.8	0.9	0.3	-0.2	-0.9	-2.1	-1.7	-2.8

17) O=C(CSc1ncccn1)NCCC1=CCCCC1
18) CCn1c(CC(=O)Nc2cccc(OC)c2)nnc1SCC(=O)Nc1nccs1
19) O=C(CCN1CCOCC1)N1CCCC(Nc2cccc(F)c2)C1 (stereo unspecified)
20) COc1ccc(Cn2c(=O)oc3ccccc32)cc1OC
21) CC1CCCCN1C(=O)CSc1nc2c(c(=O)n(C)c(=O)n2C)n1C (stereo unspecified)
22) COc1nccnc1NS(=O)(=O)c1ccc(NCc2ccccc2O)cc1
23) O=C(Cn1nc([N+](=O)[O-])nc1Br)NC(c1ccccc1)c1ccccc1
24) Brc1cc2c(cc1Cn1c(-c3cncs3)nc3ccccc31)OCO2

assay / entry	17	18	19	20	21	22	23	24
hgDAF12 agonist	-0.2	1.2	-1.0	-5.6	0.2	1.7	-2.0	-0.4
DAX1 inh-1	-0.5	0.4	0.2	-0.6	-0.1	-1.0	-2.4	0.0
ADAM17 inh	-1	-1	-4	-2	-1	1	0	-3
PLC-beta3 inh	1	1	-5	1	-4	-3	2	1
ssDAF-12 act	-0.8	-0.8	-0.1	-1.7	-0.8	-0.9	-1.7	-1.2
GAA850 FXN act	0.5	-0.8	-1.0	3.9	1.8	1.0	2.3	2.0
ADAM10 inh	-8	-7	1	-9	-3	6	-6	2
PLCg1 inh	-2	-3	1	-2	-1	1	2	2
HGIII-sPLA2 inh	5	-11	-1	9	-2	-3	-8	2
DAX1 inh-2	0.2	0.5	-1.8	-2.1	-0.2	0.0	-0.1	0.3
hcDAF-12 act	0.0	0.6	1.4	-3.5	-0.8	1.8	-1.0	0.2

25) Cc1ccc(S(=O)(=O)CCC(=O)OCC(=O)N(C)CC(=O)Nc2ccc(F)cc2)cc1
26) O=C(c1ccc(-n2cccc2)cc1)N1CCCCC1
27) O=S(=O)(N/N=C/c1c(F)cccc1Cl)c1ccccc1
28) O=C(NNS(=O)(=O)c1ccccc1F)c1ccccc1-n1cccc1
29) CCn1c(SCC(=O)NCCc2ccc(OC)c(OC)c2)nc2c1c(=O)n(C)c(=O)n2C
30) CCOC(=O)c1[nH]c(C)c(C(=O)NCc2ccc(OC)cc2)c1C
31) Cc1cccc(C)c1NC(=O)CNC(=O)c1cccc(S(=O)(=O)NCc2cccs2)c1
32) O=C(Nc1ccncc1)c1cccc(S(=O)(=O)N2CCc3ccccc32)c1

assay / entry	25	26	27	28	29	30	31	32
hgDAF12 agonist	-0.8	0.9	-0.2	1.9	0.1	2.4	1.4	-5.7
DAX1 inh-1	-0.1	-0.8	0.1	1.9	-0.5	1.3	0.3	-4.1
ADAM17 inh	1	-1	1	-1	-7	-2	0	2
PLC-beta3 inh	-6	-6	2	-7	-3	5	-7	1
ssDAF-12 act	-0.3	-1.5	-1.0	-1.3	-1.2	-0.7	-1.4	-2.2
GAA850 FXN act	2.0	2.2	-1.6	0.8	-1.3	1.2	-1.7	-2.0
ADAM10 inh	5	-3	2	-2	-3	68*	-13	16
PLCg1 inh	-1	-1	3	1	1	2	3	2
HGIII-sPLA2 inh	-4	1	3	-2	5	3	-7	-17
DAX1 inh-2	0.3	0.9	0.1	-0.6	0.1	-0.1	-1.6	-6.6
hcDAF-12 act	0.7	-2.1	2.4	-1.4	-2.1	-2.2	0.5	-4.0

Given field by field: three of the compounds above
(31) Cc1cccc(C)c1NC(=O)CNC(=O)c1cccc(S(=O)(=O)NCc2cccs2)c1
- hgDAF12 agonist = 1.4
- DAX1 inh-1 = 0.3
- ADAM17 inh = 0
- PLC-beta3 inh = -7
- ssDAF-12 act = -1.4
- GAA850 FXN act = -1.7
- ADAM10 inh = -13
- PLCg1 inh = 3
- HGIII-sPLA2 inh = -7
- DAX1 inh-2 = -1.6
- hcDAF-12 act = 0.5

(25) Cc1ccc(S(=O)(=O)CCC(=O)OCC(=O)N(C)CC(=O)Nc2ccc(F)cc2)cc1
- hgDAF12 agonist = -0.8
- DAX1 inh-1 = -0.1
- ADAM17 inh = 1
- PLC-beta3 inh = -6
- ssDAF-12 act = -0.3
- GAA850 FXN act = 2.0
- ADAM10 inh = 5
- PLCg1 inh = -1
- HGIII-sPLA2 inh = -4
- DAX1 inh-2 = 0.3
- hcDAF-12 act = 0.7

(30) CCOC(=O)c1[nH]c(C)c(C(=O)NCc2ccc(OC)cc2)c1C
- hgDAF12 agonist = 2.4
- DAX1 inh-1 = 1.3
- ADAM17 inh = -2
- PLC-beta3 inh = 5
- ssDAF-12 act = -0.7
- GAA850 FXN act = 1.2
- ADAM10 inh = 68*
- PLCg1 inh = 2
- HGIII-sPLA2 inh = 3
- DAX1 inh-2 = -0.1
- hcDAF-12 act = -2.2

(continued)
33) O=[N+]([O-])c1cccc(N/N=C/c2cccc3ccccc23)c1
34) O=C(C1CCC1)N1CCCc2cc(S(=O)(=O)N3CCN(c4ccccc4)CC3)ccc21
35) CCCCOC(=O)CCNc1n[nH]c(=O)[nH]c1=O
36) COc1cc(OC)c(N(C)S(=O)(=O)c2cccc(C(=O)Nc3nccs3)c2)cc1Cl
37) COC(=O)NC(C)N1C(=O)C2C3C=CC(C3)C2C1=O (stereo unspecified)
38) O=C(/C=C/c1ccccn1)c1cc(Cl)cc(Cl)c1O
39) COc1ccc(NS(=O)(=O)c2cc(NC(=O)COc3ccccc3)ccc2N2CCOCC2)cc1
40) COc1ccc2c(c1)c(C(=O)CN1CCCCC1)c(C)n2C
41) Cc1cccc(NC(=O)c2nc[nH]c2C(=O)Nc2ccccc2[N+](=O)[O-])c1
42) Cc1cc2nc(-c3ccc[nH]c3=O)n(Cc3ccc(F)cc3)c2cc1C
43) CCOC(=O)c1cc(-c2ccccc2)sc1NC(=O)CN1C(=O)NC(CC)(c2ccccc2)C1=O (stereo unspecified)

assay / entry	33	34	35	36	37	38	39	40	41	42	43
hgDAF12 agonist	1.4	0.9	0.9	-1.1	0.2	-5.8	-4.1	1.0	-1.1	1.3	-1.6
DAX1 inh-1	0.5	1.3	1.5	-0.3	0.6	-3.8	-0.6	2.9	0.4	1.1	-0.7
ADAM17 inh	3	-4	-6	3	-2	-7	2	-2	-21	i	-6
PLC-beta3 inh	0	-7	-1	-9	3	-83	0	-5	2	i	-13
ssDAF-12 act	-0.6	-1.2	-0.9	-0.8	-1.3	-1.6	-0.8	0.4	0.0	-0.6	-1.1
GAA850 FXN act	5.1	-1.0	-0.9	-2.9	0.3	-3.0	1.0	1.7	0.1	4.6	0.4
ADAM10 inh	1	-1	-3	2	1	-33	9	12	1	i	-15
PLCg1 inh	-3	1	-2	-9	0	-54	4	4	1	i	-9
HGIII-sPLA2 inh	11	1	-2	-7	0	-19	-24	0	2	-7	-2
DAX1 inh-2	-0.6	0.2	-0.2	-1.4	0.9	-1.9	-1.6	0.6	0.3	0.4	-0.5
hcDAF-12 act	3.7	1.2	-2.9	-2.5	-0.7	-0.4	-1.5	-1.2	-0.8	-0.2	-0.9
